# High-throughput results from PubChem BioAssay.
# Hep lipid drop: hepatic lipid droplet formation modulation. AML12 mouse hepatocytes, oleate lipid droplets, BODIPY imaging. 240,000 compounds, 0.4% hits. inhibition, % at 6.5 µM;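 active = lipid droplet intensity inhibited by at least 50%, with more than 500 cells counted; inconclusive = wells with under 300 cells, treated as cytotoxic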
#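 Test system: AML12 hepatocytes (mouse); reagent: oleate loading, 100 µM; dosing: one dose, 6.5 µM compound; incubation: overnight exposure; signal: fluorescence imaging, 20x objective, two fields per well; read-out basis: % inhibition of corrected integrated BODIPY droplet signal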
# MT stabilize HCS: microtubule stabilizers in HeLa cells; % tubulin-high responders, % at 10 µM; HeLa tubulin immunostaining HCS, 24 h; share of cells brighter than vehicle mean+2SD; 200,000 compounds, 0.83% hits;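 active = plate Z-score above 3 for both tubulin-high and condensed-nucleus cell shares, with cell loss under 80%, at 10 µM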;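 note: anti alpha tubulin signal scored within the nucleus-defined area of each cell; some results filed as inactive read as strong as hits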
# b-catenin transl: alters nuclear translocation of beta-catenin in HeLa cells; nuclear translocation activity, % at 5 µM; AID 1665; 190,000 compounds, 0.3% hits; immunofluorescence imaging;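 active = nuclear translocation activity above 50% at 5 µM, with a well cell count of 50 or more; inconclusive = wells under 50 cells across six images, flagged as toxic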;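 note: per-cell ratio of nuclear to cytoplasmic median beta-catenin stain intensity; plate controls were DMSO negative control for no effect and GSK-3 inhibitor IX positive control for full effect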
#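 Test system: human HeLa cells, native beta-catenin. Compound dosing: 5 µM primary single dose, 0.1% DMSO, 0.02–20 µM confirmation series. Incubation: compound exposure 24 h at 37°C. Detection: beta-catenin immunostaining with DAPI counterstain, 20x imaging, 6 fields/well. Read-out basis: Nuclear/cytoplasmic beta-catenin signal ratio, % activation.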
# Myeloid diff MLP: compounds promoting myeloid differentiation | calls only at 10 µM | AID 624256 | 360,000 compounds, 1% hits | ER-HoxA9 myeloid progenitors, lysozyme-GFP differentiation, flow cytometry;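 active = normalized GFP-positive differentiation at or above the plate's own cutoff, the solvent-only control mean plus 3 SD; inconclusive = no clear call, values can overlap the other calls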;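 note: cells exposed to compound for four days before flow analysis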
# Autophagy mod: modulators of autophagy; MEF GFP-LC3 puncta imaging; test concentration mostly 10 µM; AID 463193; calls only at 10 µM (by protocol); 190,000 compounds, 0.98% hits;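 active = percentage of spot-positive cells more than 3 SD above its plate mean, without a fluorescence outlier flag or 80% toxicity; inconclusive = no clear call, values can overlap the other calls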;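 note: spot-positive cell cutoff set from DMSO-treated cells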
# Insulin prom up: MIN6 insulin promoter up-regulation. z-score at 5 µM. MIN6 insulin promoter-GFP reporter, high-content imaging; active compounds read high. 190,000 compounds, 0.3% hits. AID 1625;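 active = z-score above 3 at 5 µM with at least 500 cells counted in the well; inconclusive = wells under 500 cells, flagged as cytotoxic or low count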
# WT yeast gro inh: growth inhibition of WT yeast, mitochondrial fusion screen; mitochondrial fusion phenotypic screen, WT strain; inhibition, % at 10 µM; 190,000 compounds, 2.1% hits; AID 1362; in the data active = inhibition above about 58%; tested in S. cerevisiae
# T cell HTS: T cell immune modulation candidate; 2C CD8+ T cell-vesicle binding, flow cytometry; active compounds read low; calls only at 7 µM; 330,000 compounds, 0.068% hits; AID 2052;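 active = response, share of CD8 T cells binding vesicles, and their 90th percentile fluorescence all below set limits, cut at about 80% in these data, passing the limit was not always enough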
#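 Incubation: binding step 1.5 h, 37 °C, antibody labelling 20 min, ice; system: murine 2C transgenic CD8+ T lymphocytes; technique: cytometric PE anti-B7-1 and Alexa647 anti-CD8 signals after 1% paraformaldehyde fixation; also added: QL9-charged Drosophila Ld/ICAM-1/B7-1 vesicles; control set: naked versus QL9-loaded vesicles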
# West Nile virus CPE: West Nile virus antiviral activity, cell-based, CPE readout (AID 1621); CPE inhibition, % at 10 µM; hits with a dose series show IC50 in µM; West Nile virus-infected cells, CPE inhibition; higher % means a stronger effect; 290,000 compounds, 0.02% hits; in the data active = a potency from the dose series; inconclusive = CPE inhibition mostly from about 3.7% at the one dose, without a potency; inactive = the rest, 99 in 100 with CPE inhibition below about 2.2%; note: strong numbers were not always called active
# WT yeast gro inh mutant strain: further read-out of WT yeast gro inh, marked with its call; inhibition, %; mitochondrial fusion phenotypic screen, mutant strain inhibition
# Insulin prom up cell count: recorded beside Insulin prom up, whose call it bears; cell count; measured here: cytotoxicity, nuclei count;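 total cells summed across four imaged fields per well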
# Hep lipid drop cells 6.5 µM: further read-out of Hep lipid drop, marked with its call; cell count; measured here: cell count, cytotoxicity flag;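 cells counted across two imaged fields per well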
# b-catenin transl cell count 5 µM: also measured in b-catenin transl; calls as there; cell count; measured here: cell count, cytotoxicity flag
# T cell HTS vesicle-bound %: second read-out of T cell HTS, no call of its own (marks repeat the call); double positive events, %; measured here: CD8+ vesicle-bound cell fraction;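 binding gate set so that unloaded-vesicle control wells show 10% double positive cells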
# MT stabilize HCS Hoechst-high %: second read-out of MT stabilize HCS, no call of its own (marks repeat the call); % Hoechst-high responders; measured here: nuclear condensation Hoechst responders;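 share of cells brighter than vehicle mean plus two SD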
# MT stabilize HCS cytotoxicity %: second read-out of MT stabilize HCS, no call of its own (marks repeat the call); toxicity, %; measured here: cytotoxicity by cell density;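 0% = mean cell density of plate MIN control wells and 100% = no cells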
# Autophagy mod cell loss 18 h: second read-out of Autophagy mod, no call of its own (marks repeat the call); toxicity, %; measured here: cell loss, nuclei count;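 cell loss after 18 h compound exposure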
# Myeloid diff MLP GFP+ MAC1+ %: recorded beside Myeloid diff MLP, whose call it bears; GFP+ MAC1+ double positive, %; measured here: differentiation confirmed by MAC1 staining
# Active calls of the source: *; i = inactive; ? = inconclusive; / = not tested or not shown; + = active, no number.
# Below each SMILES – Hep lipid drop, Hep lipid drop cells 6.5 µM, MT stabilize HCS, MT stabilize HCS Hoechst-high %, MT stabilize HCS cytotoxicity %, b-catenin transl, b-catenin transl cell count 5 µM, Myeloid diff MLP, Myeloid diff MLP GFP+ MAC1+ %, Autophagy mod, Autophagy mod cell loss 18 h, Insulin prom up, Insulin prom up cell count, WT yeast gro inh, WT yeast gro inh mutant strain, T cell HTS, T cell HTS vesicle-bound %, West Nile virus CPE
O=C(COc1ccc(C(=O)c2ccccc2)cc1)NC1CCCCCC1
→ -17, 672, 4.4, 2.3, 5.1, /, /, i, 0.7, i, 10, -0.26, 1169, -27, -2, i, 6, -1.7%
COc1ccccc1/C=C/CN1CCC(Oc2ccc(C(=O)N3CCCC3)cc2)CC1
→ -14, 799, /, /, /, /, /, i, 1.6, /, /, /, /, /, /, i, 18, -1.0%
Cc1ccc(NC(=O)Cn2c(=O)oc3ccccc32)cc1
→ -2, 698, 1.3, 1.7, 3.9, 0.6, 961, i, 0.6, i, 5, 0.32, 1590, -17, -6, i, 61, -0.5%
COc1ccc(C2c3c(n[nH]c3C)CC(C)(O)C2C(C)=O)cc1OC (stereo not drawn)
→ /, /, 3.9, 1.8, 11, 0.5, 756, i, 0.7, i, 1, 0.18, 1218, -3, -11, i, 44, -0.1%
CCCC(C(=O)NCCc1ccc(S(N)(=O)=O)cc1)c1ccccc1 (stereo not drawn)
→ -7, 824, /, /, /, /, /, i, 0.9, /, /, /, /, /, /, i, 29, -0.4%
O=C(NCCc1cccs1)c1ccc(Cl)cc1
→ 6, 684, /, /, /, -0.8, 1317, i, 0.3, /, /, -1.1, 979, /, /, i, 31, 0.0%
NC(=O)c1cc2nc(-c3ccco3)cc(C(F)(F)F)n2n1
→ 6, 723, 2.8, 2.5, 0.5, -0.1, 1098, i, 7.7, i, 0, -0.2, 1326, -8, -3, i, 39, -0.2%
O=C1CSC2(C(=O)N3CCCc4cccc2c43)N1c1cccc(C(F)(F)F)c1 (stereo not drawn)
→ /, /, 3.2, 1.8, 7.6, /, /, i, 7.5, i, 1, /, /, 11, -84, i, 50, /
Cn1c(SCC(=O)Nc2ccc(N3CCOCC3)c(Cl)c2)nnc1C(O)c1ccccc1 (stereo not drawn)
→ 2, 674, 3.4, 3.1, 8.1, -0.9, 1005, i, 4.5, i, 34, -0.29, 1933, -11, -28, i, 36, 0.0%
COc1ccccc1N(CC(=O)N/N=C/c1ccc(SC)cc1)S(C)(=O)=O
→ 0, 680, 2.8, 2.0, 6.2, -2.6, 495, i, 1.2, i, 0, -0.42, 1275, 9, -8, i, 3, -0.1%
CCOc1ccc(N2C(=O)C(Cl)=C(Nc3ccccc3O)C2=O)cc1
→ 1, 797, 1.9, 0.9, 3.7, /, /, i, 4.0, i, 2, 0.8, 818, 1, 5, i, 29, -1.0%
O=C(COc1ccc2c(-c3ccccc3)cc(=O)oc2c1)NCCCn1ccnc1
→ -12, 820, /, /, /, /, /, i, 0.0, /, /, /, /, /, /, i, 28, -0.2%
CCOc1ccc(NC2c3ccccc3C(=O)N2c2ccc(Cl)cn2)cc1 (stereo not drawn)
→ -17, 729, 1.3, 2.7, 6.0, -3.5, 1227, i, 3.0, i, -8, -0.28, 1315, 4, 2, i, 21, 0.7%
O=C1c2ccccc2-c2onc3ccc(Oc4ccccc4)c1c23
→ -26, 747, 6.9, 1.1, 1.2, 3.1, 1298, /, /, +, 66*, 1.3, 769, 29, 26, i, 52, -1.5%
Cc1ccc2nc(-c3ccncc3)cc(C(=O)Nc3ccc4c(c3)OCCO4)c2c1
→ /, /, 3.5, 4.6, 10, 15, 987, i, 0.4, i, 6, 0.77, 1332, 13, -3, i, 35, -0.4%
Cc1ccc(S(=O)(=O)N(C)CC(=O)N2CCN(Cc3ccccc3)CC2)cc1
→ -6, 734, /, /, /, /, /, i, 1.3, /, /, /, /, /, /, i, 45, -0.5%
CSc1nc2ccccc2n1CC(=O)Nc1c(C)n(C)n(-c2ccccc2)c1=O
→ /, /, 1.4, 1.7, 11, -0.4, 1330, i, 1.1, i, 12, 0.61, 1396, 2, 2, i, 11, -0.2%
CCOc1ccc(-c2ccc(NS(=O)(=O)c3cc([N+](=O)[O-])c(C)c([N+](=O)[O-])c3)cc2)nn1
→ -9, 617, /, /, /, /, /, i, 12, /, /, /, /, /, /, i, 28, -0.2%
COc1ccccc1N1CCN(S(=O)(=O)c2ccc3c(c2)oc(=O)n3C)CC1
→ -15, 794, /, /, /, /, /, i, 0.6, /, /, /, /, /, /, i, 21, -1.1%
CCOC(=O)C1CCN(c2cc(=O)n(Cc3ccc(F)cc3)c(=O)[nH]2)CC1
→ -4, 703, 2.1, 1.9, 3.3, 1.0, 1021, i, 2.1, i, -12, -0.1, 1804, 6, -5, i, 38, -0.1%
Oc1ccc(/C=N/N2CCN(c3ccccn3)CC2)cc1
→ -8, 687, /, /, /, 0.4, 1307, i, 0.4, /, /, -0.06, 1161, /, /, i, 40, 0.2%
COC(=O)c1ccc(NC(=O)CSc2nc3ncccc3[nH]2)cc1
→ 2, 704, /, /, /, 0.6, 1421, i, 0.6, /, /, -0.04, 1064, /, /, i, 4, -0.3%
Cc1ccc(OCC(=O)Nc2cccc(-c3nnc(-c4ccccc4)o3)c2)cc1
→ 25, 716, 2.3, 2.9, 7.3, 0.3, 1149, ?, /, i, -4, -0.36, 1058, 41, 27, i, 16, /
CN(CC(=O)NC1CCCCCC1)S(=O)(=O)c1ccccc1
→ -17, 523, 4.0, 2.5, 3.7, -0.8, 1093, i, 5.5, i, -8, 0.28, 1853, -29, -3, i, 10, -0.6%
CCOC(=O)N1CCN(C(=O)COC(=O)c2ccc(O)cc2O)CC1
→ -1, 677, 2.7, 2.0, 0.9, -2.4, 1094, i, 1.4, i, 9, -0.31, 1244, 14, 7, i, 40, -0.4%
Cc1ccc2cccc(OCC(=O)Nc3ccc4c(c3)OCO4)c2n1
→ 15, 732, 4.0, 2.3, 3.1, -2.4, 1150, i, 0.5, i, -1, 0.64, 932, 11, 3, i, 32, -0.2%
Cn1c(=O)c2c(nc(CN3CCc4ccccc4C3)n2Cc2cccc(Cl)c2)n(C)c1=O
→ -21, 664, 5.4, 6.6, 4.5, -0.7, 1085, +, 12*, i, 29, -0.35, 1828, 6, -1, i, 31, -0.2%
Cc1ccc(NC(=O)c2ccc(Nc3c([N+](=O)[O-])cc([N+](=O)[O-])cc3[N+](=O)[O-])cc2)cc1
→ 5, 596, 9.0, 0.6, 22, 2.4, 995, ?, /, i, 3, ?, /, 60*, 12*, i, 39, -1.1%
Cc1ccc(CSc2ncn(-c3ccccc3)n2)cc1
→ -3, 775, 2.0, 2.0, 2.3, -10, 837, i, 0.7, i, 35, /, /, -1, -5, i, 46, 0.5%
Cc1nnc(-c2ccc(Cl)cc2)nc1NCCN(C)C
→ 4, 643, 3.9, 2.0, 2.3, -0.2, 1522, i, 0.5, i, 7, -0.7, 1443, 11, 6, i, 62, -0.7%

# Taken from above.
# Autophagy mod cell loss 18 h, `Cc1ccc(NC(=O)Cn2c(=O)oc3ccccc32)cc1` = 5
# WT yeast gro inh, `Cc1ccc2nc(-c3ccncc3)cc(C(=O)Nc3ccc4c(c3)OCCO4)c2c1` = 13
# WT yeast gro inh, `CSc1nc2ccccc2n1CC(=O)Nc1c(C)n(C)n(-c2ccccc2)c1=O` = 2

# (cont.)
# Below each SMILES – Hep lipid drop, Hep lipid drop cells 6.5 µM, MT stabilize HCS, MT stabilize HCS Hoechst-high %, MT stabilize HCS cytotoxicity %, b-catenin transl, b-catenin transl cell count 5 µM, Myeloid diff MLP, Myeloid diff MLP GFP+ MAC1+ %, Autophagy mod, Autophagy mod cell loss 18 h, Insulin prom up, Insulin prom up cell count, WT yeast gro inh, WT yeast gro inh mutant strain, T cell HTS, T cell HTS vesicle-bound %, West Nile virus CPE
CC(Oc1cccc(NC(=O)c2cccs2)c1)C(=O)c1ccccc1 (stereo not drawn)
→ 1, 713, 0.9, 1.2, 5.4, 1.0, 1534, i, 0.2, i, 21, -0.52, 1413, 15, 22, i, 61, -1.3%
COc1cc(C(=O)NC(C)c2ccc(S(N)(=O)=O)cc2)ccc1OCC(=O)N1CCOCC1 (stereo not drawn)
→ 0, 846, /, /, /, /, /, i, 0.4, /, /, /, /, /, /, i, 19, -0.1%
O=C(CSCc1cnn(-c2ccccc2)c1-n1cccc1)NCc1ccc2c(c1)OCO2
→ -11, 736, 2.8, 1.1, 3.0, 2.0, 1142, i, 0.8, i, 3, -0.63, 1066, 14, 5, /, /, -0.2%
COc1ccc(CCNC(=O)COC(=O)Cc2ccc(OC)cc2)cc1
→ 21, 567, 5.8, 3.1, 12, 0.7, 1094, i, 0.4, i, 2, -0.67, 1610, -8, 0, i, 38, -0.3%
O=C(NC1CCCCC1)c1ccc2c(c1)OCO2
→ -1, 798, /, /, /, /, /, i, 2.6, /, /, /, /, /, /, i, 54, -0.4%
O=C(c1ccc(F)cc1)C1CCN(C(=S)Nc2ccccc2Cl)CC1
→ -54, 756, 2.4, 1.7, 7.8, 0.5, 1063, i, 0.1, i, 19, 0.59, 1055, 15, 15, i, 52, -1.8%
CCCCCc1cc(=O)oc2c(C(CCN(CC)CC)c3ccc(OC)cc3)c(OC)cc(OC)c12 (stereo not drawn)
→ 3, 664, /, /, /, 5.7, 763, i, 1.9, /, /, 0.89, 662, /, /, i, 20, -2.3%
CCCN(CCC)S(=O)(=O)c1nc2nc(C)cc(C)n2n1
→ 6, 683, /, /, /, -0.5, 1324, i, 0.5, /, /, 0.69, 1107, /, /, i, 36, 0.4%
